mHTT-CaM PPI inh: disrupts binding of mutant huntingtin to calmodulin; P42858; AlphaScreen His-mHTT/GST-CaM binding, luminescence; inhibition, % at 15 µM; hit rate 3.6% among 190,000;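 note: 0% = both proteins with DMSO and 100% = one protein alone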
Pf apPOL block: Pf-apPOL DNA polymerase inhibition. Recombinant Pf-apPOL, molecular beacon fluorescence, 1.5 h. inhibition, % at 10 µM. hit rate 0.25% among 210,000. AID 1794808
An asterisk follows results filed as active; i = inactive; · = not tested or not shown; & = joins results of further samples. Cut-off read from the data, not from the text of the source: active = inhibition above about 50%; inactive = the rest. Rows are unselected; overall some 3.6% were active at least once.

#	mol	mHTT-CaM PPI inh	Pf apPOL block
1	CC(=O)c1ccc(NC(=O)c2ccc3nc(-c4ccccn4)c(-c4ccccn4)nc3c2)cc1	1	-4
2	CN1C(=O)/C(=C2\SC(=S)N(CC3CCCO3)C2=O)c2cc(Br)ccc21 (stereo not drawn)	18	·
3	COc1ccc(C2=NOC(C(=O)Nc3cc(C)ccc3O)C2)cc1OC (stereo not drawn)	42	1
4	Cc1cc(C(=O)NNc2ccc(C(C)C)cc2)n(C(C)(C)C)n1	·	-62
5	CCN(CC)S(=O)(=O)c1ccc2oc(C(=O)Nc3ccccc3Br)c(C)c2c1	0	-7
6	Cc1ccccc1CNC(=O)C1CCCN(c2ncccc2-c2noc(C3CCC3)n2)C1 (stereo not drawn)	5	-4
7	Cc1oc(C2CCN(C(=O)CC3CCCC3)CC2)nc1C(=O)N1CCCC1	5	2
8	COc1cc(C(O)=C(C#N)c2nc3ccccc3n2C)cc(OC)c1OC	8	-1
9	Cc1ccc(C)c(NC(=O)c2cncc(Br)c2)c1	0	1
10	Cc1cccc(-n2cc(C3CCN(C(=O)NCc4ccco4)CC3)cn2)c1	24	-3

Among those listed so far, these have an aryl methoxy group.
#	mol	mHTT-CaM PPI inh	Pf apPOL block
3	COc1ccc(C2=NOC(C(=O)Nc3cc(C)ccc3O)C2)cc1OC (stereo not drawn)	42	1
8	COc1cc(C(O)=C(C#N)c2nc3ccccc3n2C)cc(OC)c1OC	8	-1

The listing continues.
#	mol	mHTT-CaM PPI inh	Pf apPOL block
11	Cc1ccc(C2=NN(C(=O)c3ccccc3Cl)C(O)(C(F)(F)F)C2)cc1 (stereo not drawn)	-1	0
12	Cn1c(SCC(=O)NCc2ccccc2)nnc1-c1ccc(C(C)(C)C)cc1	4	5
13	O=C(NCCCc1ccccc1)c1cc2n(n1)CCCN(Cc1ccc(Cl)cc1)C2=O	8	15
14	COCCn1cc(C(=O)Nc2cc(NC(C)=O)ccc2OC)c2n[nH]c(=O)c-2c1	-12	-7
15	CCn1cc2c3c(cccc31)CN(C(=O)Nc1cc(F)ccc1F)CC2	-7	-8
16	Cc1ccc(C(=O)N2CCC(CCNC(=O)c3cccc(F)c3)CC2)cc1	-1	-8
17	CCCCn1nnc2ccc(N3CCOCC3)cc2c1=O	12	-3
18	Cc1ccccc1NC(=O)c1cc2c(CO)cnc(C)c2oc1=Nc1cccc(F)c1	5	15
19	Cc1ccccc1CNC(=O)C1CCN(c2nccn3nc(-c4ccccc4)cc23)CC1	14	-3
20	O=C(COc1ccccc1F)Nc1ccc2c(c1)CN(S(=O)(=O)c1ccccc1)CC2	-12	-4
21	Cc1ccccc1-n1c(=O)n(C2CC2)c(=O)c2c1ncn2Cc1c(F)cccc1F	-5	-4
22	COc1ccc(C)cc1N(C)C(=O)c1coc(=O)c2ccccc12	0	-5
23	Cc1ccc(NC(=O)c2ccc(-c3csc(C)n3)cc2)c(C)c1	0	-6
24	CC(=O)c1cccc(Nc2cc(C)nc3ccc(Cl)cc23)c1	9	0
25	COC(=O)c1cc(=O)n2c(-c3cccs3)nnc2s1	·	-12
26	O=[N+]([O-])c1cc([N+](=O)[O-])c2cc(-c3ccco3)[nH]c2c1	53*	·
27	Cc1ccc(S(=O)(=O)N2CCSC2c2ccccc2)cc1[N+](=O)[O-] (stereo not drawn)	-2	2
28	O=C(Nc1ccccc1)c1csc(-c2ccccc2)n1	·	-2
29	COCc1cc(C)n(CC(=O)n2nc(C)cc2C)c(=O)c1C#N	-2	-3
30	O=C(O)c1ccc(NS(=O)(=O)c2c(Cl)cccc2Cl)cc1	-4	1
31	CC1CCN(C(=O)C2CCC(CNS(=O)(=O)c3ccc(Br)s3)CC2)CC1 (stereo not drawn)	5	-7
32	COc1cc(C2NC(C(=O)O)CS2)cc(Br)c1OCc1ccccc1Cl (stereo not drawn)	-7	-7
33	O=[N+]([O-])c1ccc(/C=C/C=Nc2ccccc2O)cc1	83*	-2
34	CCOC(=O)Nc1ccc(S(=O)(=O)Nc2onc(C)c2C)cc1	0	0
35	Cc1cc(C)cc(-c2nc3ccccn3c2NC(=O)C(C)(C)C)c1	16	0
36	CC1CCC(N2CC(=O)N(Cc3ccc4c(c3)OCO4)C(c3ccc(F)cc3)C2=O)CC1 (stereo not drawn)	-3	-9
37	O=C(Cn1c(-c2nnco2)cc2ccccc21)NCC1CCCO1 (stereo not drawn)	-4	-4
38	Cc1cc(C)cc(N2C(=O)CSC2c2cccs2)c1 (stereo not drawn)	5	-1
39	COc1ccc(CNC(=O)NCc2cccnc2OC)cc1	-4	-6
40	O=C1CC(c2ccccc2Cl)CC2=C1C(c1coc3ccccc3c1=O)Nc1ccccc1N2 (stereo not drawn)	26	10

Reprinted from the part before: 6 entries, then new ones.
#	mol	mHTT-CaM PPI inh	Pf apPOL block
35	Cc1cc(C)cc(-c2nc3ccccn3c2NC(=O)C(C)(C)C)c1	16	0
36	CC1CCC(N2CC(=O)N(Cc3ccc4c(c3)OCO4)C(c3ccc(F)cc3)C2=O)CC1 (stereo not drawn)	-3	-9
37	O=C(Cn1c(-c2nnco2)cc2ccccc21)NCC1CCCO1 (stereo not drawn)	-4	-4
38	Cc1cc(C)cc(N2C(=O)CSC2c2cccs2)c1 (stereo not drawn)	5	-1
39	COc1ccc(CNC(=O)NCc2cccnc2OC)cc1	-4	-6
40	O=C1CC(c2ccccc2Cl)CC2=C1C(c1coc3ccccc3c1=O)Nc1ccccc1N2 (stereo not drawn)	26	10
41	COc1cccc(C=Nc2ccc([N+](=O)[O-])cc2Cl)c1O	17	-1
42	COc1cccc(C2CC(c3ccc(F)cc3)n3nc(N)nc3N2)c1 (stereo not drawn)	3	2
43	COc1ccc(CNC(=O)CN2N=C(c3ccc(Cl)cc3)CCC2=O)c(OC)c1	25	-15
44	COc1ccc(CNC(=O)C2(C)CCCN(C(=O)COc3ccc(OC)cc3)C2)cc1 (stereo not drawn)	9	-5
45	CC(C)CCNC(=O)c1c[nH]c2ccc(S(=O)(=O)NC3CCCCNC3=O)cc2c1=O (stereo not drawn)	15	-3
46	CC(=O)Nc1ccc(S(=O)(=O)NCCc2ccc(S(N)(=O)=O)cc2)cc1	2	-14
47	CCOC(=O)c1cnc(-c2ccc(Cl)cc2)nc1-c1ccccc1	·	-7
48	CN(C)CCNC(=O)C1CCN(c2nc3ccc(-c4ccsc4)nc3s2)CC1	66*	4
49	N#CC1=C(N)Oc2n[nH]c(-c3ccccc3)c2C12C(=O)Nc1ccccc12 (stereo not drawn)	3	-2
50	Cc1n[nH]c(C)c1Sc1ccccc1N=Cc1cc([N+](=O)[O-])ccc1O	5	-7
51	S=c1[nH]nc(Cc2ccccc2)n1-c1ccc(Cl)cc1	·	-4
52	CSCC(CSC)OC(=O)Nc1ccccc1	·	-14
53	Cc1cc(-n2nc(-c3cccc(C(F)(F)F)c3)cc2N)nc2c1c(C)nn2C	·	-24
54	Cc1nc2[nH]c(=O)[nH]c(=O)c2[nH]1	·	-9
55	COc1ccc(C2Nc3ccccc3C(=O)N2c2ccccc2)c(OC)c1 (stereo not drawn)	2	4
56	Cc1cc(NC(=O)c2nc(-c3cccc(F)c3)n3c2CCCCC3)no1	-3	-2
57	CC1CCCC(N2CC(=O)N(CCc3ccccc3)C(c3ccc(F)cc3)C2=O)C1C (stereo not drawn)	11	-9
58	N#Cc1cccc(COc2ccc(Cl)cc2)c1	·	-8
59	O=C(NCc1ccccn1)C1CN(C(=O)c2c[nH]c3ccccc23)C1	-3	-2
60	Cc1ccc(S(=O)(=O)N2CCN(Cc3ccc4c(c3)OCO4)CC2)cc1[N+](=O)[O-]	26&21	-5&1
61	CCCCNC(=O)c1ccc(CN2C(=O)C3CCCN3C(=O)c3ccccc32)cc1 (stereo not drawn)	-6	-2
62	O=C1CSC(c2cccc([N+](=O)[O-])c2)N1c1cccc(Cl)c1 (stereo not drawn)	3	0
63	FC(F)(F)c1cc(-c2ccco2)nc(N2CCCC2)n1	1	11
64	O=C(c1ccccn1)N1CCCN(Cc2nc3cc(Cl)ccc3o2)CC1	20	-6
65	O=C(Nc1cnc(-c2ccccc2)nc1)c1ccccc1Cl	-2	4
66	O=C(NCc1ccccc1)C(=O)Nc1nccs1	1	0
67	Cc1oc(C(=O)O)cc1CN1CCOCC1	3	3
68	CSc1ccc(CN2CCC(N3CCCCCC3)CC2)cc1	0	-1
69	O=C1CC(c2ccccc2)CC2=C1C(c1ccccc1Br)Nc1ccccc1N2 (stereo not drawn)	4	-3
70	COc1cccc(C(=O)N2c3ccccc3C(N(C(C)=O)c3ccccc3)CC2C)c1 (stereo not drawn)	8	-5
71	Cc1ccc(-c2ccc(N)cc2)o1	55*	-1
72	COCCn1cc2c3c(cccc31)CN(C(=O)Nc1cc(OC)cc(OC)c1)CC2	2	-3
73	CCOc1ccccc1Oc1coc2cc(OC(=O)C3CCCCC3)ccc2c1=O	0	-13
74	CCN1C(=O)CCc2cc(NC(=O)c3sccc3C)ccc21	-3	-11
75	CCOc1ccc(CN2CCCC2c2cc(C)no2)cc1OCC (stereo not drawn)	6	-6
76	Cc1ccc(C(=O)N2CCN(C(=O)c3nnn4c3COC(c3ccccc3)C4)CC2)s1 (stereo not drawn)	4	-3
77	COc1ccccc1N1CCN(Cc2cc(Br)c(O)c(OC)c2)CC1	6	-1
78	Brc1cccc(CN2CCSCC2)c1	0	-3
79	O=c1[nH]c(-c2ccccc2Cl)nc2ccccc12	3	7
80	C=C(C)Cn1c(/C=C/c2ccccc2)nc2ccccc21	-111	6
81	CCC(=O)N1CCc2cc(Br)cc(S(=O)(=O)N(CC)CCN(C)C)c21	-2	-4
82	Cc1ccc(Nc2ccc([N+](=O)[O-])cc2[N+](=O)[O-])cc1I	14	-3
83	CCCC(=O)N1CCC[C@]2(CC[C@H](CCC(=O)OCC)O2)C1	-8	-6
84	CCc1ccc(Oc2ncnc(N)c2[N+](=O)[O-])cc1	4	2
85	CCC(=O)NCc1nc2c(n1C)CN(C(=O)c1ccsc1)CC2	4	-2
86	Cc1c(C(=O)NCc2ccco2)oc2ccc(S(=O)(=O)N(C)C3CCCCC3)cc12	16	-5
87	O=C(CCCn1c(=O)[nH]c2ccccc2c1=O)NCCc1ccccc1Cl	0	-3
88	O=C1CC[C@H](O)CCN1[C@H](CSc1ccccc1)Cc1ccccc1	19	-3
89	Cc1cc(C)nc(N=C(N)Nc2ccc(Oc3ccccc3)cc2)n1	1	-6
90	COc1ccccc1C1=NN(C(=O)CN2CCOCC2)C(c2ccc(C)cc2)C1 (stereo not drawn)	38	-2

Copied from the list.
Pf apPOL block with compound 82 = -3
Pf apPOL block with compound 81 = -4
Pf apPOL block with compound 89 = -6
mHTT-CaM PPI inh with compound 90 = 38

Continued.
#	mol	mHTT-CaM PPI inh	Pf apPOL block
91	O=C(NCCN1CCOCC1)c1ccc(-c2ccc(N3CCSCC3)nc2)cc1	5	-7
92	Cc1ccc(NC(=O)C2C3C=CC(C3)C2C(=O)O)cc1[N+](=O)[O-] (stereo not drawn)	2	-5
93	CCNC(=O)c1cc2cc(Cl)ccc2[nH]1	-4	-8
94	COc1ccc(NC(=O)c2ccccc2Sc2ccccc2COC(C)=O)cc1	·	-11
95	CCC(=O)N1CCc2cc(N3CC(C(=O)NCc4ccc(F)cc4)CC3=O)ccc21 (stereo not drawn)	-4	1
96	O=C(c1ccc2c(c1)OCO2)N1CCC(CCOCc2ccc(F)cc2)CC1	-3	-8
97	CCc1noc(C2CCCCN2C(=O)Cn2ccnc2C)n1 (stereo not drawn)	1	-2
98	COc1cccc(C2=NOC(C(=O)Nc3ccc(C#N)cc3)C2)c1 (stereo not drawn)	-4	0
99	O=C(C1CCCCC1)N1CCC(c2cnn(-c3cccc(F)c3)c2)CC1	-17	-5
100	Cc1ccc(C(=O)NCCC2CCN(C(=O)c3ccc(C)cc3)CC2)cc1	4	3

Results in sequence from above.
Compounds 91 to 95 in Pf apPOL block: -7, -5, -8, -11, 1

Remaining list, next part:
#	mol	mHTT-CaM PPI inh	Pf apPOL block
101	Cc1c(Cl)cccc1-n1ncnc1-c1ccc(N(C)C)cc1	-5	-6
102	COc1ccc(OC)c(N=c2oc3c(C)ncc(CO)c3cc2C(=O)Nc2ccc(Cl)cc2)c1	3	0
103	Cc1[nH]c(=O)[nH]c(=O)c1CC(=O)NC1CCCC1	-14	-5
104	CCOC(CNC(=O)c1c[nH]c2ccc(S(=O)(=O)N3CCC(C)CC3)cc2c1=O)OCC	6	-4
105	Cc1cc(C)c(C)c(OCC(=O)O/N=C(\N)c2ccccn2)c1	i	-4
106	Cc1ccc(C)c(C(=O)N2CCCC2COc2ccc(C(=O)NC(C)C)cc2)c1 (stereo not drawn)	3	0
107	COc1ccc(OC)c(-c2cn3ccn(-c4ccc5c(c4)CCC5)c(=O)c3n2)c1	28	-4
108	OC1CCC2CC1CCC2O (stereo not drawn)	-9	-2
109	COc1cccc2ccc(/C=C/c3cccc([N+](=O)[O-])c3)nc12	12	-8
110	CCc1cc(C(=O)Nc2cccc(F)c2C)no1	-20	-1
111	O=C(Cn1[nH]c2c(cnc3ccc(F)cc32)c1=O)Nc1ccc(Br)cc1	64*	0
112	O=C(Nc1ccc2nsnc2c1)N1CCN(c2ccccc2)CC1	-1	-32
113	CN(C)S(=O)(=O)c1cc(C(=O)O)c(N2CCOCC2)cc1Cl	-1	-3
114	O=C(COc1ccc2c(c1)OCO2)NCCOc1ccc(-c2ccccn2)nn1	100*	-8

Assay outcomes deposited in PubChem BioAssay by University of Kansas High Throughput Screening Laboratory.
